From PubChem BioAssay
Lipid storage S3: qHTS Assay for Lipid Storage Modulators in Drosophila S3 Cells. Drosophila S3 cells, BODIPY lipid droplet fluorescence, 18-24 h; cells fed with added oleic acid. Potency in µM for hits, for the others lipid storage change, negative = inhibition, % at the top dose, mostly 46.1 µM. 320,000 tested, 0.64% active. AID 2685; active = well fitted inhibition curve with a large enough effect in the signal ratio, with a control signal flat, not every such curve was filed as active; inconclusive = small, poorly fitted or top-dose-only effect, or effect the other way, or a change in a side signal; the % refers to the signal ratio
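Drosophila S3 cells loaded with oleic acid (400 uM, as added) and compounds at several concentrations; lipid droplets imaged by 488-nm laser-scanning cytometry, 500–530 nm intensity and object ratio to cell channel. Percent activity normalized to 20 uM Triacsin C.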
Lipid storage S3 cell count max: second read-out of Lipid storage S3, no call of its own (marks repeat the call); cell number change, %; measured here: cell count max response;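 cells counted by Cell Tracker Red CMTPX staining in the red channel; peak over a dose series mostly up to 46.1 µM; percent activity relative to internal control wells on each plate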
* marks the source's active call; other numbers are inactive results; i = inactive; ? = inconclusive; · = no result given; [ ] = another dose, or the depositor's remark. % is set by controls: 0 for no effect and ±100 for the full control effect; potency is the fitted concentration of half-maximal effect.

SMILES	Lipid storage S3	Lipid storage S3 cell count max
O=C(CN1C(=O)C2CCCCC2C1=O)NC1CCCc2ccccc21 (centres undefined)	?	·
COC(=O)Cn1ncc(N2C3CC(CC(C)(C)C3)C2C)c(Cl)c1=O (centres undefined)	-21%	2
CCCN(CCC)S(=O)(=O)c1ccc(C(=O)Nc2ccc(S(=O)(=O)Nc3nnc(CC)s3)cc2)cc1	?	·
COc1ccccc1C(C(=O)NC1CCCCC1)N(C(=O)c1csnn1)C1CC1 (centres undefined)	?	·
COC(=O)c1ccc2c(c1)NC(=O)C(N1CCCC1)S2 (centres undefined)	?	·
Cc1nn(-c2ccccc2)c(Cl)c1/C=N/Nc1nc2ccccc2n1C	?	·
Cn1c(SCC(=O)N/N=C/C=C/c2ccccc2[N+](=O)[O-])nc2ccccc21	?	·
NNC(=S)NC1CCCCC1	?	·
CC(C)CNC(=O)c1cccc(NC(=O)COc2ccc([N+](=O)[O-])cc2)c1	?	·
COc1cccc2oc3cc(C#CC4(O)CCCCC4)ccc3c(=O)c12	?	·
Cc1cc(C)c(C#N)c(SCc2cn3ccccc3n2)n1	?	·
CCOC(=O)c1cc2c(=O)n3ccccc3nc2n(CC2CCCO2)c1=NC(=O)/C=C/c1ccccc1 (centres undefined)	?	·
CC(C)n1nnnc1C(c1ccc(F)cc1)N1CCN(C2CCCC2)CC1 (centres undefined)	12%	5
CCOc1ccc(/C(O)=C2\C(=O)C(=O)N(c3cc(C)on3)C2c2ccccc2OC)cc1 (centres undefined)	?	·
CS(=O)(=O)c1ccccc1C(=O)Nc1nc2ccccc2[nH]1	4%	16
CCCCCCCN1CCC(=O)N(CCO)CC1	-6%	26
Nc1nnc(SCc2nnc(-c3ccccc3)o2)s1	-6%	10
Cc1cc(C)nc(N2CCN(c3ncnc4c3cnn4Cc3ccc(Cl)cc3Cl)CC2)n1	?	·
O=C(CN1CCN(c2ccccc2F)CC1)c1c[nH]c2ccccc12	?	·
Cc1ccc(C(=O)Nc2ccccc2Sc2ccccc2)cc1	3%	-9

Shown in markdown: entries from further up
| Compound | Lipid storage S3 | Lipid storage S3 cell count max |
| --- | --- | --- |
| CCCN(CCC)S(=O)(=O)c1ccc(C(=O)Nc2ccc(S(=O)(=O)Nc3nnc(CC)s3)cc2)cc1 | ? | · |
| CCOC(=O)c1cc2c(=O)n3ccccc3nc2n(CC2CCCO2)c1=NC(=O)/C=C/c1ccccc1 (centres undefined) | ? | · |
| O=C(CN1CCN(c2ccccc2F)CC1)c1c[nH]c2ccccc12 | ? | · |
| Cc1nn(-c2ccccc2)c(Cl)c1/C=N/Nc1nc2ccccc2n1C | ? | · |

Next records:
SMILES	Lipid storage S3	Lipid storage S3 cell count max
Cc1nc2c(Br)c(C)nn2c2c1CCC2	?	·
Cn1nccc1C(=O)N1CCN(S(=O)(=O)c2ccc(Br)s2)CC1	?	·
OC(COc1ccc2ccccc2c1)CN1CCOCC1 (centres undefined)	4%	-14
CCOc1ccc(CSC(CC(=O)O)C(=O)O)cc1 (centres undefined)	?	·
COc1cc(-c2cc(=O)c3c(O)c(OC)c(OC)cc3o2)cc(OC)c1O	?	·
O=C(CSc1nnc(COc2ccccc2)o1)N1CCN(c2ccccc2)CC1	3%	3
COCCN(CCOC)c1cc(C)c(C#N)c2nc3ccccc3n12	?	·
COc1ccc(NC(=S)N(CCCN2CCOCC2)C(C)c2cc3ccccc3o2)cc1 (centres undefined)	6%	13
CCCn1c(-c2cccc(F)c2)nc2c1c(=O)[nH]c(=O)n2Cc1ccccc1	i	13
COc1cc(C(=O)Nc2ccc(C(C)=O)cc2)c(Br)c(OC)c1OC	?	·
CCc1ccc(NC(=O)Cn2c(=O)n(CCCC(=O)NCc3ccco3)c(=O)c3ccccc32)cc1	?	·
CC1(C)Cc2c(cnn2-c2ccc(F)cc2)C(NC(=O)CCN2CCCCC2=O)C1 (centres undefined)	?	·
CCOC(=O)c1ccc(NCC(O)COc2ccccc2)cc1 (centres undefined)	-1%	-8
CCC(=O)Nc1ccc2nc3c(=O)[nH]c(=S)[nH]c3nc2c1	-6%	8
COc1ccc(OC)c(NC(=O)/C=C/c2ccccc2[N+](=O)[O-])c1	?	·
COCc1ccccc1Cn1cnc2c1c(=O)n(C)c(=O)n2C	i	·
CCOC(=O)c1ccc(Nc2nc(-c3cccnc3)nc3ccccc23)cc1	?	·
COc1ccccc1N(CC(=O)NC1CCCC1)C(=O)c1oc(C(C)(C)C)cc1C	-15%	2
Cc1sc2ncn(CC(=O)NCC(=O)N(C)C3CCCCC3)c(=O)c2c1C	?	·
O=c1ccn(Cc2ccccc2)c2ccccc12	-28%	-20

Arranged by length of the SMILES (ascending): six of the compounds above
SMILES	Lipid storage S3	Lipid storage S3 cell count max
Cc1nc2c(Br)c(C)nn2c2c1CCC2	?	·
O=c1ccn(Cc2ccccc2)c2ccccc12	-28%	-20
OC(COc1ccc2ccccc2c1)CN1CCOCC1 (centres undefined)	4%	-14
CCOC(=O)c1ccc(NCC(O)COc2ccccc2)cc1 (centres undefined)	-1%	-8
CCC(=O)Nc1ccc2nc3c(=O)[nH]c(=S)[nH]c3nc2c1	-6%	8
COc1ccc(OC)c(NC(=O)/C=C/c2ccccc2[N+](=O)[O-])c1	?	·

Returning to the listing, repeating the two entries before the break.
SMILES	Lipid storage S3	Lipid storage S3 cell count max
Cc1sc2ncn(CC(=O)NCC(=O)N(C)C3CCCCC3)c(=O)c2c1C	?	·
O=c1ccn(Cc2ccccc2)c2ccccc12	-28%	-20
COc1ccc(C(=O)N2CCN(CC(=O)N3CCOCC3)CC2)cc1	13%	-8
O=C(NC1CC1)C1CCN(C2CCN(C(=O)c3c(F)cccc3Cl)CC2)CC1	?	·
COc1ccc(OC)c(CNC(=O)CCc2nc(-c3cccs3)no2)c1	?	·
Cc1ccc(S(=O)(=O)N2CCOC2CNC(=O)C(=O)NCCCN2CCOCC2)cc1 (centres undefined)	i[0.369 µM]	-5
O=C(OCC(=O)N1CCc2ccccc21)c1cncc(Br)c1	i	·
Nc1cccc(C(=O)N/N=C/c2ccsc2)c1	?	·
COc1cc([N+](=O)[O-])cc2cc(C(=O)N3CCN=C3c3ccccc3)c(=O)oc12	7%	0
COCC(C)NS(=O)(=O)c1ccc(C(=O)NC(Cc2ccccc2)c2ccccc2)cc1 (centres undefined)	i	2
Cc1[nH]nc(SCC(=O)N2CCCC2)c1[N+](=O)[O-]	-2%	-5
C[C@H](OC(=O)N1CCN(C(c2ccccc2)c2ccccc2)CC1)[C@@H]1O[C@@]2(C)CCC[C@H]1O2	?	·
CCCc1nc2sc3c(c2c(=O)n1NC(=O)c1ccco1)CC(C)(C)OC3	10%	10
Cc1ccc(C(=O)N2CCN(c3ncc(C(F)(F)F)cc3Cl)CC2)s1	i	25
OC(CN1CCCCCC1)CN(c1ccccc1)c1ccccc1 (centres undefined)	?	·
Cc1cccc(C)c1NC(=O)CNCC(=O)Nc1c(C)cccc1C	i	·
CC(=O)c1ccc(Nc2nc(C)cc(C)n2)cc1	i	17
COc1cccc2oc3ccc(C#CC4(N)CCCCC4)cc3c(=O)c12	?	·
O=C(c1cc2ccccc2oc1=O)N(Cc1ccccc1)Cc1ccc2c(c1)OCO2	1%	5
COc1ccc(/C=N/Nc2cc(N3CCOCC3)ncn2)c(OC)c1	-15%	-4
O=C(CCNc1n[nH]c(=O)[nH]c1=O)N/N=C/c1ccccc1Br	?	·
Nc1nnc(CC(=O)N/N=C/c2cccc(OCCOc3ccccc3)c2)s1	?	·
COc1cc(NC(=S)NCc2cccnc2)cc(OC)c1OC	7%	5
CCCSc1nnc(Nc2ccccc2C)s1	0%	-3
Cc1nn(CCC(=O)NCc2ccc(OC(C)C)cc2)c(=O)c2nn(-c3ccccc3)c(C)c12	?	·
O=C(NC(=S)Nc1nc2c(ccc3ccccc32)s1)c1cccs1	?	·
Cc1ccc(C(C)C)c(OCC(O)CN(C)Cc2ccccc2)c1 (centres undefined)	?	·
COc1ccc(-c2csc(N3CCN(c4cc5c(cc4Cl)nc(-c4ccncc4)n5CCOCCO)CC3)n2)cc1	?	·
CC(=O)Nc1cc(C(=O)N2CCN(C)CC2)ccc1S(=O)(=O)c1ccc(C)cc1	0%	3
O=C(N/N=C/c1ccncc1)c1sc2ccccc2c1Cl	i	5
COc1ccc(-c2onc(C)c2-c2ccc(C(=O)OC(C)C)o2)c(O)c1	?	·
CCCOc1ccc(C(=O)NC(=S)N2CCN(c3cc4c(cc3F)c(=O)c(C(=O)O)cn4CC)CC2)cc1	?	·
COc1ccccc1NC(=O)NNC(=O)CCc1ccccc1	?	·
COC(=O)c1ccc(CSc2nnc(NC(=O)C3CC(=O)N(c4ccc5c(c4)OCCO5)C3)s2)cc1 (centres undefined)	24%	-6
CCN(CC)S(=O)(=O)c1cc(NC(=O)c2ccc(-n3cncn3)c([N+](=O)[O-])c2)ccc1C	?	·
O=C1OC(Nc2ccc3ncccc3c2)c2ccccc21 (centres undefined)	?	·
CC1CCCCN1C(=O)CSc1nnc(-c2ccco2)o1 (centres undefined)	?	·
COC(=O)c1ccc(/C=C2/SC(=S)N(CCCC(=O)Nc3ccc(O)cc3)C2=O)cc1	?	·
Cc1ncc(CO)c(/C=N/NC(=O)c2cc(O)c(O)c(O)c2)c1O	-13%	-22
Cc1cc2nc(-c3cccnc3SCC(=O)NC(C)C)[nH]c2cc1C	?	·
Cc1c(OC(C)C(=O)N[C@@H](Cc2ccccc2)C(=O)O)ccc2c3c(c(=O)oc12)CCCC3 (some centres undefined)	?	·
CC(=O)NS(=O)(=O)c1ccc(NC(=O)C(Sc2ccccc2)c2ccccc2)cc1 (centres undefined)	?	·
CCOc1ccccc1C(=O)NC(C(=O)OCC(=O)Nc1nnc(-c2ccccc2)o1)C(C)C (centres undefined)	i	·
O=C(NCc1ccccc1)c1cc(S(=O)(=O)N2CCCCC2)ccc1N1CCOCC1	-12%	-9
Cc1ccc(/C=C2/CCc3c([nH]c4ccccc34)C2=O)cc1	-5%	-1
O=C(COC(=O)c1ccc(Cl)nc1)Nc1ccc(N2CCOCC2)cc1	?	·
CCOC(=O)c1ccc(-c2c(-c3ccc4c(c3)OCO4)noc2-c2ccsc2)cc1F	?	·
Cc1ccc(-c2cc(C(=O)Nc3ccc(S(=O)(=O)Nc4cc(C)on4)cc3)c3ccccc3n2)c(C)c1	?	·
O=C(CC1C(=O)NCCN1C/C=C/c1ccccc1)NCCc1cccnc1 (centres undefined)	11%	1
CS(=O)(=O)N(CC(=O)N1CCCCC1)Cc1ccc(Cl)cc1	-9%	-12
COc1cc(NC(=S)N2CCN(CCO)CC2)c(OC)cc1Cl	?	·
COc1ccc(OC)c(Nc2nc(-c3sc(N)nc3C)cs2)c1	i	·
O=C(NCC1CCCO1)c1nn2cccnc2c1Cl (centres undefined)	-4%	10
O=C(NC1=NCCS1)c1ccc(Cl)c(S(=O)(=O)N2CCCC2)c1	4%	19
CC(C)c1nc(SCC(=O)Nc2cccc(S(N)(=O)=O)c2)n[nH]1	?	·
c1ccc2nc3c(nc2c1)CCc1nonc1-3	?	·
COc1ccc(CN2C(=O)c3cccnc3C2=O)cc1S(=O)(=O)N1CC(C)Oc2ccccc21 (centres undefined)	?	·
COc1ccc(-n2nc(C(=O)NCC(=O)N3CCCC(C)C3)c3ccccc3c2=O)cc1Cl (centres undefined)	?	·
Cc1ccc(OCC(=O)Nc2ccc3c(c2)OCCO3)cc1C	1%	22
Cc1cccc(C(=O)NCC(=O)N2CC=C(c3ccccc3)CC2)c1	17%	-16
COc1cc(OC)cc(-n2nnnc2SCC(=O)NC2CCCC2)c1	?	·
O=C(NCc1ccco1)c1ccc2c(c1)CCO2	0%	0
The list continues.
SMILES	Lipid storage S3	Lipid storage S3 cell count max
O=C(CNC(=O)C1COc2ccccc2O1)Nc1cc(Cl)ccc1Cl (centres undefined)	?	·
CCC1C(=O)N(c2nc(C)cc(C)n2)N=C1C (centres undefined)	0%	18
CC(C)N(CCn1c(SCC(=O)N2CC(=O)Nc3ccccc32)nc2ccccc2c1=O)C(C)C	-6%	-12
CC(=O)c1cccc(NC(=S)NNC(=O)c2ccc(C)c([N+](=O)[O-])c2)c1	?	·
Cn1nnc(NC(=S)NC(=O)c2cc3ccccc3o2)n1	?	·
O=C(O)c1ccn(CSc2cc(Cl)ccc2Cl)n1	?	·
O=C(Cc1ccccc1)NCCc1c[nH]c2ccccc12	?	·
CCOC(=O)c1cnc2c(OC)cccc2c1N1CCN(c2ccccn2)CC1	?	·
COc1ccc(C2CC(c3ccc(Br)cc3)=NN2C(=O)CSC2=NCCS2)cc1 (centres undefined)	3%	-3
OC(CNC1Cc2ccccc2C1)c1ccccc1 (centres undefined)	-6%	8
Cc1nn(S(=O)(=O)c2cccc([N+](=O)[O-])c2)c(C)c1Br	23%	21
Cc1nnsc1C(=O)Nc1cc(Cl)ccc1Cl	11%	1
Cc1ccc(-n2ncc3c(=O)n(Cc4ccccn4)cnc32)cc1C	?	·
COc1cc(/C=C(\C#N)c2nnc(N3CCOCC3)n2-c2ccccc2)ccc1O	-19%	-7
CC(C)(C)c1ccc(C(=O)Nc2nnc(C3=COCCO3)o2)cc1	?	·
CC1CCN(CCCCOc2ccc(Cl)cc2)CC1	?	·
CCC(CCC(=O)Nc1ccc(S(N)(=O)=O)cc1)C(=O)O (centres undefined)	?	·
O=C(NCc1ccc2c(c1)OCO2)C1CCCCC1	i	22
Cc1ccc2c(c1)COc1c3ccc(C(=O)NCCO)cc3nn1-2	2%	0
O=C(Cn1c(NCCO)nc2ccccc21)N1CCN(Cc2ccccc2)CC1	?	·

Some of the compounds tested, so the mix of outcomes need not match the whole.
